High-throughput results: PubChem, NCI
NCI-60 one-dose screen, 48 h, at 10 µM unless noted. Numbers give growth in % (100 = growth as untreated, 0 = no growth, -100 = all killed).
786-0: 786-0 renal cancer cells; 81,000 tested, 5.1% active; AID 1794775
TK-10: TK-10 renal cancer cells | 81,000 tested, 3.9% active | AID 1794769
DU-145: DU-145 prostate cancer | 81,000 tested, 4.2% active | AID 1794760
ACHN: ACHN renal cancer | 81,000 tested, 4.9% active
RXF 393: RXF 393 renal cancer cells; 77,000 tested, 6.9% active; AID 1794773
A498: A498 renal cancer cells; AID 1794774; 76,000 tested, 5.4% active
SN12C: SN12C renal cancer cells; 81,000 tested, 3.8% active; AID 1794767
CAKI-1: CAKI-1 renal cancer; 75,000 tested, 4.7% active
UO-31: UO-31 renal cancer | 81,000 tested, 5.2% active | AID 1794768
* hit, by the source's call; x = not tested or not shown; & = joins results of further samples. The calls were made as follows: active = growth percent below 10; inactive = the rest.

1: COc1ccc(-c2nc3ccccc3n3cccc23)cc1
2: CCCCCCCCNC(=O)[C@@H](N)CSCOC(C)=O
3: CC(=O)OC1CC(C)=C2C(=O)C=C(C)[C@@H]2[C@H]2OC(=O)[C@H](C)[C@H]12 (stereo not given in full)
4: CN(C)CCCCNc1ccc(NCCCCN(C)C)c2c1C(=O)c1c(O)ccc(O)c1C2=O
5: CC(=O)OCC(COC(C)=O)(CN1C(=O)c2ccccc2C1=O)CN1C(=O)c2ccccc2C1=O
6: Clc1ccc(COc2ccc(Nc3ncnc4onc(-c5ccccc5)c34)cc2)cc1

assay / entry,1,2,3,4,5,6
786-0,100,106,110,-75*,103,91
TK-10,138,105,101,-94*,x,91
DU-145,119,88,108,58,110,73
ACHN,105,100,101,-89*,99,42
RXF 393,135,124,102,-96*,111,96
A498,99,63,72,92,110,69
SN12C,95,92,101,64,105,88
CAKI-1,86,107,105,-92*,101,85
UO-31,46,95,79,x,81,91

7: COc1ccc2nc3cc(Cl)ccc3c(N3CCN(c4nccc(NCc5ccccc5)n4)CC3)c2c1
8: Cc1c(C(=O)/C=C/c2ccc(Cl)cc2)nnn1-c1ccc2oc(=O)ccc2c1
9: COc1cc2ccc(/C(C)=N/NC(N)=S)cc2cc1OC
10: COc1ccc(NC(=O)Nc2ccc(-c3ccc(Cl)cc3)nc2C)cc1
11: O=[N+]([O-])c1cccc(C2N=C(N3CCOCC3)Nc3c2sc2ccc(Cl)cc32)c1 (stereo not given)
12: CC(=O)O[C@H]1[C@H](CC#CC#CC[C@@H]2C[C@]3(C)[C@H]4CC=C5[C@H]6CC(C)(C)CC[C@]6(C(=O)NCCCCN)CC[C@@]5(C)[C@]4(C)CC[C@H]3C(C)(C)[C@H]2OC(C)=O)C[C@]2(C)[C@H]3CC=C4[C@H]5CC(C)(C)CC[C@]5(C(=O)NCCCCN)CC[C@@]4(C)[C@]3(C)CC[C@H]2C1(C)C

assay / entry,7,8,9,10,11,12
786-0,79,101,x,97,105,109
TK-10,63,104,71,108,111,137
DU-145,79,104,87,102,114,110
ACHN,69,95,77,x,90,116
RXF 393,42,86,x,80,108,126
A498,29,103,78,95,98,118
SN12C,76,92,81,97,96,105
CAKI-1,62,89,87,x,72,77
UO-31,46,73,68,106,58,74

13: Cc1cc2c(cc1C)NC1(S(=O)(=O)O)C(=Nc3ccccc31)N2 (stereo not given)
14: Nc1[nH]c(=S)[nH]c(=O)c1Br
15: O=C(O)c1cc(-c2ccc(Cl)c(Cl)c2)nc2cc3ccccc3cc12
16: COc1cc(C(=O)N(C(C)C)C2CCCCC2)cc(OC)c1OC
17: CS(=O)(=O)OCC1C2CC(CC2OS(C)(=O)=O)C1c1ccccc1 (stereo not given)
18: CON1C(=O)CC[C@]2(C)[C@H]3CC[C@@H]4C([C@@]5(C)CCC(=O)O5)CC[C@@]4(C)[C@]3(C)CC[C@H]2C1(C)C (stereo not given in full)

assay / entry,13,14,15,16,17,18
786-0,104,101,103,121,103,100
TK-10,123,103,152,94,113,98
DU-145,112,102,106,112,106,107
ACHN,100,x,94,103,98,97
RXF 393,109,110,x,97,104,98
A498,x,94,134,102,109,100
SN12C,108,104,105,96,102,95
CAKI-1,92,x,98,87,89,76
UO-31,71,97,63,89,80,94

19: Cc1ccccc1NC(=O)c1sc2nc3c(cc2c1N)COCC3
20: CC(C)(O)c1cn(CCCCN2C(=O)C(=O)c3ccccc32)nn1
21: Cc1cc(C)c(/C=N/Nc2nc3c([nH]2)c(=O)n(C)c(=O)n3C)c(C)c1
22: O=C(Oc1ccccc1-c1ccccc1)c1ccc(Cl)cc1
23: Cc1ccc(-c2cc3nc(C(Cl)Cl)nc(-c4ccccc4C)n3n2)cc1
24: COC(=O)c1cc2n(n1)-c1ncc(C(F)(F)F)cc1Oc1ccccc1-2

assay / entry,19,20,21,22,23,24
786-0,98,98,107&107,93,84,102
TK-10,102,108,117&121,107,55,119
DU-145,104,113,99&108,106,47,112
ACHN,110,104,99,110,49,94
RXF 393,98,104,132&124,112,23,112
A498,80,72,93&105,106,74,140
SN12C,94,102,101&97,100,87,x
CAKI-1,x,94,91&99,101,48,82
UO-31,107,83,99&94,94,75,73

25: Nc1ccccc1-c1cc2c(c3c1[nH]c1ccccc13)CCCCCCCCC2
26: CCOC(=O)/C=C/c1ccc(F)cc1
27: CC(=O)c1ccc(Cc2ccc(C(C)=O)s2)s1
28: C/C(=C\CCc1ccsc1)CC/C=C(\C)CCCN1CCC(CO)CC1
29: O=C1NC(=O)C(c2ccccc2)(c2ccc(Cl)cc2Cl)N1 (stereo not given)
30: C#C[C@]1(O)CC[C@H]2[C@@H]3CC=C4c5sc(-c6ccccc6C)nc5CC[C@]4(C)[C@H]3CC[C@@]21C

assay / entry,25,26,27,28,29,30
786-0,93,102,102,5.4*,95,92
TK-10,97,99,95,23,99,110
DU-145,95,107,113,64,109,101
ACHN,101,104,100,44,109,86
RXF 393,107,101,104,x,123,85
A498,99,90,-69*,26,86,102
SN12C,97,100,98,52,88,90
CAKI-1,108,102,96,45,93,54
UO-31,86,98,88,23,82,72

Exported with each value named: entries from further up.
#26 CCOC(=O)/C=C/c1ccc(F)cc1
  786-0: 102
  TK-10: 99
  DU-145: 107
  ACHN: 104
  RXF 393: 101
  A498: 90
  SN12C: 100
  CAKI-1: 102
  UO-31: 98

#27 CC(=O)c1ccc(Cc2ccc(C(C)=O)s2)s1
  786-0: 102
  TK-10: 95
  DU-145: 113
  ACHN: 100
  RXF 393: 104
  A498: -69*
  SN12C: 98
  CAKI-1: 96
  UO-31: 88

Continuation.
31: CC1CCCc2c1nc(NC(=S)NC(=O)c1ccccc1)c(C#N)c2-c1ccc(Cl)cc1 (stereo not given)
32: COc1ccc(C(=O)C[n+]2cn(CCC(=O)Nc3cccc4cccnc34)c3ccccc32)cc1
33: O=C(Nc1cccc2c(=O)[nH][nH]c(=O)c12)c1ccc([N+](=O)[O-])cc1
34: Cn1c2ccccc2c2nn(C(=O)c3ccccc3)c(=O)nc21
35: CSc1nc2ccccc2[nH]1
36: Cc1c(-c2ccccc2Cl)nc2ccccc2c1C(=O)O

assay / entry,31,32,33,34,35,36
786-0,96,104,106,107,103,105
TK-10,135,104,122,x,98,99
DU-145,111,103,106,118,118,117
ACHN,86,107,97,105,96,102
RXF 393,92,129,110,101,112,x
A498,61,115,90,108,105,101
SN12C,115,104,88,102,97,95
CAKI-1,77,105,92,103,110,106
UO-31,67,96,83,73,85,95

37: COc1cc(/C=C/C(=O)c2cc(OC)c(OC)c(OC)c2)ccc1OCc1ccc(C)cc1
38: CSc1nc2ncc(C(N)=O)c(=O)n2[nH]1
39: COc1cc(-c2noc(-c3cc(OC)c(OC)c(OC)c3)n2)cc(OC)c1OC
40: c1ccc(N2CCN(c3nc(-c4cccc5ccccc45)nc4sc5c(c34)CCCCCC5)CC2)cc1
41: CCOC(=O)Cc1ccc(OC)c(OC)c1
42: O=S(=O)(CCN1CCOCC1)Nc1cc(-c2ccc3ncnc(Nc4ccc(F)c(Cl)c4)c3c2)cnc1Cl

assay / entry,37,38,39,40,41,42
786-0,104,100,85,107,101,8.1*
TK-10,105,102,120,117,107,x
DU-145,118,112,96,111,108,16
ACHN,110,99,83,93,114,9.9*
RXF 393,102,107,90,122,122,-19*
A498,118,107,109,112,99,-40*
SN12C,105,104,84,96,102,18
CAKI-1,106,95,72,81,102,17
UO-31,98,91,75,70,99,-8.7*

43: Cc1nc(-c2cc3ccccc3oc2=O)ccc1C(=O)/C=C/c1ccc2c(c1)OCO2
44: Oc1ccc(Cl)c(O)c1
45: COc1cccc2nc(Nc3cccc(NC(=O)c4cc(N5CCOCC5)cc(C(F)(F)F)c4)c3)ccc12
46: Cc1onc(-c2ccc3cc[nH]c3c2)c1C(=O)Nc1ncc([N+](=O)[O-])s1
47: Cc1cccc(NC(=O)[C@@H]2c3ccccc3C(=O)N(c3ccc(Cl)cc3)[C@H]2c2ccc(Cl)cc2)n1
48: Cc1cc(C)n(/N=C/c2ccccc2)c(=O)c1C#N

assay / entry,43,44,45,46,47,48
786-0,104,113,66,91,61,95
TK-10,119,139,66,114,70,83
DU-145,106,103,60,97,80,117
ACHN,102,105,45,85,52,105
RXF 393,110,117,51,102,x,103
A498,94,88,99,93,x,90
SN12C,101,104,57,82,67,111
CAKI-1,96,101,61,79,56,95
UO-31,91,72,42,69,38,91

Taken from above.
Entry for Cc1nc(-c2cc3ccccc3oc2=O)ccc1C(=O)/C=C/c1ccc2c(c1)OCO2 under A498: 94
Entry for COc1cccc2nc(Nc3cccc(NC(=O)c4cc(N5CCOCC5)cc(C(F)(F)F)c4)c3)ccc12 under 786-0: 66
Entry for Cc1onc(-c2ccc3cc[nH]c3c2)c1C(=O)Nc1ncc([N+](=O)[O-])s1 under 786-0: 91

Other results follow.
49: NC1=NC(c2cccc(Cl)c2)c2c(n[nH]c2N)N1 (stereo not given)
50: C#CCOc1cccc(-c2ncc3cc(NC(=O)CCl)ccc3n2)c1
51: Cc1ccc(C)c2c1SC1=NNC(N3CCOCC3)=C(C#N)C(=N)N12
52: CCCCCN1C=C/C(=C\C(=O)N(C)c2ccc(OC)cc2)c2ccccc21
53: NS(=O)(=O)c1ccc(-n2nccc2-c2cc3ccccc3oc2=O)cc1
54: CC(=O)N1N=C(c2ccccc2)CC1c1sc(N(C)Cc2ccccc2)nc1Cl (stereo not given)

assay / entry,49,50,51,52,53,54
786-0,99,-81*,109,96,100,99
TK-10,108,79,130,102,105,121
DU-145,101,-73*,118,118,107,98
ACHN,90,-87*,98,107,98,101
RXF 393,107,-86*,120,106,105,112
A498,83,88,93,x,98,115
SN12C,103,-42*,122,98,106,101
CAKI-1,87,-27*,89,93,85,85
UO-31,86,51,85,82,73,82

55: COC(=O)C(c1ccccc1)C(CC(=O)c1ccccc1)c1ccccc1 (stereo not given)
56: COc1ccc(S(=O)(=O)O)cc1N=N/C(=N/Nc1cc(S(=O)(=O)O)ccc1OC)C(=O)Nc1ccccc1
57: COc1cc2c(cc1-c1c(C)noc1C)ncc1nc(C3CC3)n([C@H](C)COC(F)F)c12
58: Cc1c(C(=O)NN2CCCCC2)nn(-c2ccc(Cl)cc2Cl)c1-c1ccc(Cl)cc1
59: O=[N+]([O-])c1cccnc1Sc1ccccc1C1=NCCCN1
60: O=C(Nc1ccc(Cl)cc1)Nc1nc2ccc([N+](=O)[O-])cc2s1

assay / entry,55,56,57,58,59,60
786-0,106,104,52,80,100,5.6*
TK-10,92,x,26,87,112,-21*
DU-145,96,114,72,101,112,14
ACHN,87,103,41,103,110,0.3*
RXF 393,81,x,54,89,x,-37*
A498,x,107,0.5*,83,116,x
SN12C,102,98,71,101,107,-0.3*
CAKI-1,75,96,34,x,102,-16*
UO-31,75,84,22,61,90,3.5*

In the list so far, these have fluorine:
24: COC(=O)c1cc2n(n1)-c1ncc(C(F)(F)F)cc1Oc1ccccc1-2
26: CCOC(=O)/C=C/c1ccc(F)cc1
42: O=S(=O)(CCN1CCOCC1)Nc1cc(-c2ccc3ncnc(Nc4ccc(F)c(Cl)c4)c3c2)cnc1Cl
45: COc1cccc2nc(Nc3cccc(NC(=O)c4cc(N5CCOCC5)cc(C(F)(F)F)c4)c3)ccc12
57: COc1cc2c(cc1-c1c(C)noc1C)ncc1nc(C3CC3)n([C@H](C)COC(F)F)c12

assay / entry,24,26,42,45,57
786-0,102,102,8.1*,66,52
TK-10,119,99,x,66,26
DU-145,112,107,16,60,72
ACHN,94,104,9.9*,45,41
RXF 393,112,101,-19*,51,54
A498,140,90,-40*,99,0.5*
SN12C,x,100,18,57,71
CAKI-1,82,102,17,61,34
UO-31,73,98,-8.7*,42,22

Next entries follow.
61: CCNC1CN(CCCOC)S(=O)(=O)c2sc(S(N)(=O)=O)cc21 (stereo not given)
62: Cc1ccc(NC(=O)C(C)Cl)cc1Cl (stereo not given)
63: Cn1cnc2c(N3CCN(C(=O)OCc4ccc5cccc(O)c5n4)CC3)nc(Cl)nc21
64: CSC(=S)N/N=C/c1cn(-c2ccccc2)nc1-c1cc2ccccc2oc1=O
65: COc1ccc(C(=O)COc2ccc(/C=C3\CSc4ccc(C)cc4C3=O)cc2)cc1
66: CC/C=C/[C@@H]1C=C[C@@H]2CCC[C@H]2[C@@H]1CC[C@H](O)[C@H](C)N

assay / entry,61,62,63,64,65,66
786-0,95,88,105,69,101,-92*
TK-10,100,96,113,77,97,8.1*
DU-145,107,106,100,73,105,-13*
ACHN,100,x,83,75,113,-57*
RXF 393,112,125,102,71,x,x
A498,70,81,89,107,122,82
SN12C,99,89,80,73,87,41
CAKI-1,99,x,92,66,93,-51*
UO-31,73,84,71,37,84,-80*

67: Cc1ccc(O)c(Cc2ccccc2Cl)c1
68: CC1=NN(c2ccc(S(=O)(=O)O)cc2Cl)C(=O)C1
69: Cc1cc(N2CCN(CCNc3ccnc4cc(Cl)ccc34)CC2)nc(-n2ccnc2)n1
70: CN(C)CC#Cc1ccc2ncc(C#N)c(Nc3ccc(F)c(Cl)c3)c2c1

assay / entry,67,68,69,70
786-0,99,98,84,49
TK-10,95,101,90,27
DU-145,105,162,80,22
ACHN,96,105,82,10
RXF 393,89,108,92,32
A498,83,102,46,-12*
SN12C,87,100,74,35
CAKI-1,86,85,80,17
UO-31,63,89,59,18
